Screening results deposited in PubChem BioAssay by Vanderbilt High Throughput Screening Facility.
GluA2 TARP mod: modulators of GluA2-stargazin AMPA receptor complexes, primary screen, cell-based, membrane potential dye; HEK293 GluA2+stargazin, membrane potential dye (FDSS), glutamate EC50; hits were called plate by plate, in both directions; calls only at 30 µM; 40,000 compounds, 3.5% hits; AID 1259245, 2017;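 active means any of four per-well response measures lying three or more SD from its plate-wide compound average, in either direction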
GluA2 TARP mod agonism max-min: recorded beside GluA2 TARP mod, whose call it bears; compound max-min signal; compound-alone response (agonism);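 unitless range of fluorescence divided by baseline over first 100 seconds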
GluA2 TARP mod glutamate slope: recorded beside GluA2 TARP mod, whose call it bears; glutamate slope, % of max; measured here: glutamate response slope, % max;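 scaled per plate between vehicle wells and maximal 1 mM glutamate control wells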
Active calls of the source: *; i = inactive; + = active, no number; & = joins results of further samples. An excerpt; count on the stated rates, not on these rows.

The first 2 entries, to show the layout:
SMILES	GluA2 TARP mod	GluA2 TARP mod agonism max-min	GluA2 TARP mod glutamate slope
O=C(Nc1ccc(OC(F)(F)F)cc1)N1CCN(c2ccc(-c3ccco3)nn2)CC1	i	0.11	26
CC1CCN(S(=O)(=O)c2cccc3cccnc23)CC1	i	0.059	59

Main list, repeating the preview:
SMILES	GluA2 TARP mod	GluA2 TARP mod agonism max-min	GluA2 TARP mod glutamate slope
O=C(Nc1ccc(OC(F)(F)F)cc1)N1CCN(c2ccc(-c3ccco3)nn2)CC1	i	0.11	26
CC1CCN(S(=O)(=O)c2cccc3cccnc23)CC1	i	0.059	59
COc1ccccc1NC(=O)CN(C)S(=O)(=O)c1ccc(C)cc1	i	0.076	62
CC(C)C(=O)Nc1ccc(SCC(=O)Nc2ccc3c(c2)OCCO3)nn1	i	0.1	66
Cc1cc(C)n(-c2nc3c(c(=O)n(CC(N)=O)c(=O)n3C)n2Cc2ccccc2)n1	i	0.045	38
CC(=O)N1CCN(c2cc3c(cc2F)c(=O)c(C(=O)Nc2nc(C)c(C)s2)cn3C2CC2)CC1	i	0.1	56
O=C(Nc1ccc(F)c(C(F)(F)F)c1)c1ccc(=O)n(Cc2cccc([N+](=O)[O-])c2)c1	i	0.036	53
COCCNc1oc(-c2ccc(S(=O)(=O)N3CCc4ccccc4C3)cc2)nc1C#N	i	0.14	72
CCOC(=O)c1ccc(NC(=O)CCc2csc(NC(=O)c3ccc(F)cc3)n2)cc1	i	0.097	58
COc1ccc(CCNC(=O)c2ccc(-c3ccccc3F)o2)cc1	i	0.071	70
Cc1noc(C)c1S(=O)(=O)N1CCC(c2nnc(-c3ccc(F)cc3)o2)CC1	i	0.078	53
O=C(NCCCn1nc(-c2ccc(Cl)cc2)ccc1=O)Nc1cc(F)ccc1F	i	0.11	62
Cn1nnc2c(N3CCN(CC(=O)NCC4CCCO4)CC3)ncnc21 (configuration not stated)	i	0.072	43
COc1ccc(-c2nnc(NC(=O)c3cccs3)o2)cc1OC	i	0.15	72
COc1cccc(S(=O)(=O)NCCNc2cc(-n3ccnc3C)ncn2)c1	i	0.079	55
Cc1cccc(OCCn2c(C3CC(=O)N(C(C)(C)C)C3)nc3ccccc32)c1 (configuration not stated)	i	0.11	64
O=C(NCc1ccco1)NC1(c2nc(-c3ccsc3)no2)CCCCC1	i	0.079	63
NS(=O)(=O)c1ccc(CCNC(=O)Cc2cc(-c3ccco3)on2)cc1	i	0.073	47
CCc1ccc(S(=O)(=O)N2CCN(Cc3nnnn3-c3cccc(F)c3)CC2)s1	i	0.093	68
CCCOc1cc(C)c(S(=O)(=O)NC2CC(C)(C)NC(C)(C)C2)cc1C	i	0.089	54
Cc1nc2ccccn2c1C(=O)NCC(c1ccco1)N1CCOCC1 (configuration not stated)	i	0.16	51
O=C(NCc1ccsc1)c1ccc(Br)cc1	i	0.098	49
CCOC(=O)c1ccc(NS(=O)(=O)N2CCCCC2)cc1	i	0.12	47
COc1ccc(C(F)(F)F)cc1NC(=O)CCCn1nc(-c2ccccc2)ccc1=O	i	0.17	74
Cc1cccc(C)c1NC(=O)c1ccc(-c2ccc(Cl)c(Cl)c2)o1	i	0.12	57
CCC(=O)c1ccc(OCC(O)CN2CCN(c3cc(Cl)ccc3C)CC2)cc1 (configuration not stated)	i	0.089	54
COc1ccc(NC(=O)Cn2nc(SC)c(S(=O)(=O)c3ccc(C)cc3)c2N)cc1Cl	i	0.13	41
CCn1c(N2CCCCC2)nc2c1c(=O)n(Cc1ccc(Cl)cc1)c(=O)n2C	i	0.1	56
Cn1c(=O)c2cc(C(=O)NCCCn3ccnc3)sc2n(C)c1=O	+	0.23*	41*
COCCn1c(SCc2cccc(Cl)c2)nc2cc(C(=O)NC3CCCC3)ccc2c1=O	i	0.075	50
Cn1nc(CNC(=O)CSc2nc3ccccc3s2)c2ccccc2c1=O	i	0.1	56
O=C(Cn1cnc(-c2ccccc2)cc1=O)N1CCOCC1	i	0.083	46
O=C(CCCn1nc(-c2cccs2)ccc1=O)Nc1ccc(-c2cn3c(n2)SCC3)cc1	i	0.028	25
COc1ccc(S(=O)(=O)NCC(c2cccn2C)N2CCCC2)c(OC)c1 (configuration not stated)	i	0.058	50
Cc1ccnc(C(=O)Nc2ccncc2)n1	+	0.37*	61*
COc1ccc(C(=O)NCCOc2cc(C)cc(C)c2)c(OC)c1	+	0.092*	78*
COc1cn(CC(=O)Nc2ccc(C(N)=O)cc2)c(CSc2ccccc2)cc1=O	i	0.077	47
COc1cccc(OCC(=O)Nc2cc(C)nn2-c2nc3c(cnn3-c3cccc(C)c3C)c(=O)[nH]2)c1	i	0.11	57
COc1ccc(-c2noc(C3CC(=O)N(c4ccc5c(c4)OCO5)C3)n2)cc1OC (configuration not stated)	i	0.11	62
O=C1CC(N2CCN(c3ccc(F)cc3)CC2)C(=O)N1Cc1ccccc1 (configuration not stated)	i	0.12	58

Whole records as entered above. Values in the order: GluA2 TARP mod	GluA2 TARP mod agonism max-min	GluA2 TARP mod glutamate slope
COc1cn(CC(=O)Nc2ccc(C(N)=O)cc2)c(CSc2ccccc2)cc1=O in the list: i	0.077	47
Cc1nc2ccccn2c1C(=O)NCC(c1ccco1)N1CCOCC1 (configuration not stated) in the list: i	0.16	51
Cn1c(=O)c2cc(C(=O)NCCCn3ccnc3)sc2n(C)c1=O in the list: +	0.23*	41*

The list continues.
SMILES	GluA2 TARP mod	GluA2 TARP mod agonism max-min	GluA2 TARP mod glutamate slope
O=C(CCC1CCCC1)Nc1ccc2c(c1)N(C(=O)c1ccco1)CC2	i	0.088	60
CSCCC(C)(O)CNC(=O)c1snnc1C (configuration not stated)	i	0.12	51
CS(=O)(=O)N1CCN(c2ccc(-c3noc(C4CC4)n3)cn2)CC1	i	0.15	37
CS(=O)(=O)N1CCCc2ccc(NC(=O)C(=O)NCCN3CCOCC3)cc21	i	0.056	46
Cn1c(=O)c2c(ncn2CC(=O)N2CCC(c3nnc(-c4ccc(F)cc4)o3)CC2)n(C)c1=O	i	0.073	56
CC1(C)C(=O)NCCN1C(=O)c1cc(Cl)sc1Cl	i	0.042	58
Cc1cc(C(=O)Nc2ccc(S(N)(=O)=O)cc2)on1	i	0.082	57
CCc1nc(SCC(=O)OC)n[nH]1	i	0.074&0.047	35&45
CCc1ccc(OCCS(=O)(=O)NCCNC(=O)c2ccc(NC(C)=O)cc2)cc1	i	0.1	64
CC(C)(C)c1cc(NC(=O)CSCc2ccccc2)n(CCO)n1	+	0.11*	3.2*
S=C(Nc1ccc(Nc2ccccc2)cc1)N1CCN(c2ncccn2)CC1	i	0.077	15
CCn1nccc1C(=O)N(CCN(C)C)c1nc2c(OC)cccc2s1	i	0.13	50
COCCN1CCC(CNC(=O)c2ccc(Cl)cc2Cl)CC1	i	0.1	66
O=C(CSc1ccccc1)Nc1nnc(C2CCCCC2)o1	i	0.048	75
Cc1cc(NC(=O)C2CN(C(=O)c3cc(C)on3)C2)no1	i	0.1	56
CCCc1c(C(=O)NCc2ccccc2OC)nnn1-c1ccccc1	i	0.18	62
COc1cccc(C(=O)NCCS(=O)(=O)N2CCCCCC2)c1	i	0.06	63
CCCNC(=O)CCCCn1c(=O)c2ccccc2n(CC(=O)Nc2cccc(OC)c2)c1=O	i	0.035	53
COc1ccc(S(=O)(=O)CCCC(=O)Nc2nc3ccc(Cl)cc3s2)cc1	i	0.063	51
COc1ccc(-c2ccc(=O)n(CC(=O)Nc3ccc(C(C)=O)cc3)n2)cc1OC	i	0.047	42
O=C(Nc1ccccc1)C(=O)Nc1ccccc1[N+](=O)[O-]	i	0.11	60
CCOc1cc(C)c(S(=O)(=O)NC2CC(C)(C)NC(C)(C)C2)cc1C	i	0.056	45
O=C(c1cc(-c2ccc(F)cc2)c[nH]1)N1CCC2(CC1)OCCO2	i	0.13	57
COc1ccccc1CNC(=O)Cn1nc(C(=O)N2CCOCC2)cc1C	i	0.096	57
CC(C)n1c(=O)c2nscc2n(CC(=O)NCc2ccccc2Cl)c1=O	i	0.056	57
COc1ccc(OC)c(C(=O)Nc2nnc(-c3ccc(Br)s3)o2)c1	i	0.14	45
COC(=O)N1CCc2c(sc(NC(=O)C(C)C)c2-c2nc3ccccc3s2)C1	i	0.075	62
COc1ccc(NC(=O)c2ccccc2NS(=O)(=O)c2ccc(C)cc2)c([N+](=O)[O-])c1	i	0.11	75
COc1cccc(C(=O)N2CCN(c3ccc(-c4ccccn4)nn3)CC2)c1OC	i	0.11	32
O=C(CCc1ccccc1)NCCN1CCC(c2cccs2)CC1	i	0.063	55
CC(=O)Oc1cccc(-n2c(=O)c3ccccc3c3ccccc3c2=O)c1	i	0.061	35
O=C(Cn1c(=O)c(CNc2ccccc2)cc2cc3c(cc21)OCCO3)Nc1ccc2c(c1)OCCO2	i	0.1	53
CCC(C)NC(=O)c1cc([N+](=O)[O-])cc([N+](=O)[O-])c1 (configuration not stated)	i	0.094&0.047	51&89
CC(Oc1ccc2c(c1)OCO2)C(=O)Nc1ccc(-c2cn3ccsc3n2)cc1 (configuration not stated)	i	0.1	62
CCC(=O)Nc1ccc(SCC(=O)NCc2cccc(OC)c2)nn1	i	0.088	37
CCn1nnc2c(NCc3ccccc3)ncnc21	i	0.11	61
COc1ccc(NC(=S)N2CCC(O)CC2)c(OC)c1	i	0.052	32
O=C(CCCn1c(=O)[nH]c2ccccc2c1=O)N1CCN(c2ccc(F)cc2)CC1	i	0.074	50
CSc1ccc(CC(=O)Nc2nc3ccc(Br)cc3s2)cc1	i	0.1	46
Cc1cn(C)nc1C(=O)Nc1nc2ccc(F)cc2s1	i	0.18	61

Reprinted at random: five entries already listed
SMILES	GluA2 TARP mod	GluA2 TARP mod agonism max-min	GluA2 TARP mod glutamate slope
COc1ccc(NC(=O)c2ccccc2NS(=O)(=O)c2ccc(C)cc2)c([N+](=O)[O-])c1	i	0.11	75
CC(Oc1ccc2c(c1)OCO2)C(=O)Nc1ccc(-c2cn3ccsc3n2)cc1 (configuration not stated)	i	0.1	62
CCC(C)NC(=O)c1cc([N+](=O)[O-])cc([N+](=O)[O-])c1 (configuration not stated)	i	0.094&0.047	51&89
O=C(CCCn1c(=O)[nH]c2ccccc2c1=O)N1CCN(c2ccc(F)cc2)CC1	i	0.074	50
COc1ccc(OC)c(C(=O)Nc2nnc(-c3ccc(Br)s3)o2)c1	i	0.14	45

Continuation.
SMILES	GluA2 TARP mod	GluA2 TARP mod agonism max-min	GluA2 TARP mod glutamate slope
CSc1ccccc1C(=O)N(Cc1ccco1)c1nc2c(F)cccc2s1	i	0.087	63
COc1ccc(-c2noc(CSc3nc(-c4ccc(F)cc4)cc(=O)[nH]3)n2)c(OC)c1	i	0.083	59
O=C(Nc1nc(CC(=O)N2CCN(C(=O)c3ccco3)CC2)cs1)c1ccc[nH]c1=O	i	0.039	20
COc1ccc(NC(=O)c2n[nH]c3ccccc23)c(OC)c1	i	0.15	43
CCOc1ccc(OCCNC(=O)c2ccc(OC)cc2OC)cc1	i	0.095	49
O=S(=O)(NCC1(O)CCCC1)c1ccccc1Br	i	0.085	60
COc1cccc(C(=O)N2CCN(c3ncnc4c3nnn4-c3ccc(Cl)cc3)CC2)c1	i	0.14	50
Cc1cc(C)n(CC2CCN(C(=O)CSc3nc4ccccc4o3)CC2)n1	i	0.11	92
COc1cccc(C(=O)C2C(=O)N(c3ccccc3)N=C2c2ccccc2)c1 (configuration not stated)	i	0.093	51
CCOCCn1c(N2CCN(c3ccc(OC)cc3)CC2)nc2c1c(=O)[nH]c(=O)n2C	i	0.11	66
Nc1nc(SCC(=O)NCc2ccccc2)ncc1S(=O)(=O)c1cccs1	i	0.13	65
COc1ccc(NC(=O)CSc2c(C)cnc3c2c(=O)n(C)c(=O)n3C)c(OC)c1	i	0.088	70
Cc1ccc(-n2nc3c(c2NC(=O)C(=O)NCc2ccco2)CSC3)c(C)c1	i	0.031	66
CCOC(=O)COc1ccc2c(c1)O/C(=C\c1cc(OC)ccc1OC)C2=O	i	0.11	52
Cc1nn(S(=O)(=O)c2ccc(Cl)cc2)c(C)c1Br	i	0.07	26
COc1ccc(NC(=O)Cc2cc(-c3ccc(F)cc3)on2)cc1OC	i	0.15	56
O=C(c1ccco1)N1CCN(C(=O)c2cc3c(ccc4ccccc43)oc2=O)CC1	i	0.081	50
CCC(CC)C(=O)NCCN1CCn2cc(OCc3ccccc3)c(=O)cc2C1=O	i	0.082	59
CCOC(=O)c1ccc(NC(=O)Cc2cc(=O)oc3cc(OC)ccc23)cc1	i	0.12	62
S=C(NCc1ccccc1)NNc1nc(N2CCCC2)nc(N2CCCC2)n1	i	0.041	59

Results in GluA2 TARP mod agonism max-min and GluA2 TARP mod glutamate slope, for some of the entries so far:
structure | GluA2 TARP mod agonism max-min | GluA2 TARP mod glutamate slope
CCOC(=O)COc1ccc2c(c1)O/C(=C\c1cc(OC)ccc1OC)C2=O | 0.11 | 52
COc1ccccc1CNC(=O)Cn1nc(C(=O)N2CCOCC2)cc1C | 0.096 | 57

Further entries.
SMILES	GluA2 TARP mod	GluA2 TARP mod agonism max-min	GluA2 TARP mod glutamate slope
CNC(=O)C(=O)NCC1CCN(C(=O)Nc2ccccc2OC)CC1	i	0.085	59
COc1ncccc1C(=O)NCCCn1nc(-c2ccc(F)cc2)ccc1=O	i	0.097	59
O=c1cc(-c2cc3cc(Br)ccc3oc2=O)c2ccc(O)cc2o1	i	0.15	55
OCCC12CC3CC(C1)CC(CCO)(C3)C2	i	0.052	54
Cc1nc(NCc2ccc3c(c2)OCO3)nc(NCc2ccco2)c1[N+](=O)[O-]	i	0.095	66
O=C(NC1CCS(=O)(=O)C1)c1ccc(Cl)c(S(=O)(=O)N2CCCCC2)c1 (configuration not stated)	i	0.075	69
CN1CCN(S(=O)(=O)c2ccc(-c3ccc(Cl)cc3)cc2)CC1	i	0.068	53
CN1CCN(c2ncnc3scc(-c4ccc(-c5ccccc5)cc4)c23)CC1	i	0.072	28
COC(=O)c1ccccc1NC(=O)CC1Nc2ccccc2NC1=O (configuration not stated)	i	0.07	61
CC1(C)N=C(SCC(=O)Nc2ccccc2C(F)(F)F)c2ccccc2N1	i	0.07	64
COc1ccc(Cl)cc1C(=O)NNC(=O)c1ccc(=O)n(Cc2ccccc2)c1	i	0.12	44
